# From PubChem BioAssay
# DNMT1 block: DNMT1 (human) enzyme inhibition. actives 0.83% (n = 360,000). AID 588458. P26358. DNMT1 molecular beacon, Hinp1I cleavage, fluorescence. inhibition (reported as % activation of signal), % at 10 µM; in the data active means inhibition above about 50%
# SKN-1 block: blocks SKN-1 activity in C. elegans | AID 624304 | C. elegans VP596 Pgst-4::GFP/RFP ratio, acrylamide-induced, 24 h | inhibition, % at 21.8 µM | actives 0.49% (n = 360,000);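 active means interference check ratio from 0.5 to 1.5 plus GFP to RFP signal ratio inhibition reaching or exceeding a fixed threshold, cut at about 30% in these data, passing the limit was not always enough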; further: some compounds called inactive have numbers as strong as hits
# NRP1-CendR mod: alters CendR peptide binding to human NRP-1 | O14786 | FAM-RPARPAR peptide binding to NRP-1, fluorescence polarization | inhibition, % at 25 µM | actives 0.85% (n = 360,000);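 active means inhibition or corrected inhibition above about 18%, plus a signal ratio from 0.5 to 1.5, limit read from the data, passing the limit was not always enough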; further: strong numbers were not always called active
# Scp1 inh: Scp-1 (human) phosphatase inhibition | Q9GZU7 | Recombinant Scp1, phosphopeptide, malachite green phosphate absorbance | inhibition, % at 20 µM | actives 0.88% (n = 340,000);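 active means inhibition above about 50% at 20 µM, limit read from the data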;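 further: plate controls were DMSO wells with enzyme for no effect and wells lacking enzyme for full effect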
# Target sequence (Q9GZU7 76-261 limits assumed): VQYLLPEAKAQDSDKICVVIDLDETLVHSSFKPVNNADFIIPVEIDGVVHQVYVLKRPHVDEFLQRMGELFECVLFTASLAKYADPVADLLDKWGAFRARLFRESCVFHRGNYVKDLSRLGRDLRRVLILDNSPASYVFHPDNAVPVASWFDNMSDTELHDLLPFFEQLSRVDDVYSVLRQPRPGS
#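 assay system = SCP-1 phosphatase catalytic domain, residues 76-261 | buffer or medium = 50 mM Tris acetate pH 5.5, 0.005% Tween-20, 10 mM MgCl2 | incubation = enzyme reaction 45 min at room temperature, colour 5 min, stabilisation 30 min | signal = Phosphate-binding colour reagent, absorbance read at 630 nm | measure = % inhibition at 20 µM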
# MT1-MMP act inh: blocks activation of human MT1-MMP. P50281. HT1080 RFP-PRO-GFP cells, GFP/RFP ratio fluorescence, overnight; percent of plate control window, DMSO zero. GFP/RFP ratio change, % at 20 µM. actives 0.061% (n = 360,000). AID 651647;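 active means GFP/RFP ratio change of at least 30% with cell ATP level not reduced by more than half and red fluorescence within 50% of control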; further: strong numbers were not always called active
#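 Material – HT1080 RFP-PRO-GFP cells · Control set – DMSO wells and RFP-L50D-GFP cells · Incubation – overnight cell settling, then overnight compound exposure, 37 °C, 5% CO2 · Compound dosing – single-point 20 µM compound, 1% DMSO · Read-out – GFP/RFP fluorescence ratio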
# LMPTP inh: LMPTP (human) inhibition; inhibition, % at 20 µM; recombinant LMPTP-A, OMFP fluorogenic substrate, fluorescence intensity; P24666; actives 0.22% (n = 360,000);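 active means compounds that cut the enzyme signal by at least half of the control window in the single-dose screen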;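 further: plate controls were DMSO wells with enzyme plus substrate for no effect and substrate without enzyme for full effect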
# Target sequence (P24666 whole entry, looked up): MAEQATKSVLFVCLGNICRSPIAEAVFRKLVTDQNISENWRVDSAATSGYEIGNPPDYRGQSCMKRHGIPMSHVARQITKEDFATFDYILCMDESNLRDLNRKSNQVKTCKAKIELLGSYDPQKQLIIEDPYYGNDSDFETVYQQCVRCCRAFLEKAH
#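 Assay system: LMPTP-A phosphatase enzyme | Input: 0.625 nM enzyme | Also added: Fluorogenic phosphatase substrate OMFP at 400 µM final | Compound dosing: One test concentration per compound, 20 µM, with 3% DMSO overall | Schedule: 50 min enzyme reaction at room temperature, protected from light | Signal: Fluorescence intensity | Benchmarks: no-enzyme and uninhibited controls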
# Rpn11 inh: Rpn11 (human) deubiquitinase inhibition | O00487 | human 26S proteasome, Ub4-pepOG fluorescence polarization; 20S core pre-blocked with epoxomicin | calls only at 20 µM | actives 0.59% (n = 360,000);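 active means inhibition at 20 µM, scaled to each plate's controls, above about 33%, limit read from the data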
# NadD inh: inhibitors of Staphylococcus aureus NadD. purified NadD enzyme, colorimetric absorbance read-out. inhibition, % at 20 µM. actives 0.78% (n = 360,000); in the data active means inhibition above about 26%; further: some compounds past the cut are filed as inactive
# STEP inh: STEP (human) phosphatase inhibition; P54829; recombinant STEP, OMFP fluorogenic substrate, fluorescence; inhibition, % at 20 µM; actives 0.25% (n = 360,000);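 active means inhibition at 20 µM, scaled per plate between control wells, above about 37%, limit read from the data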;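 further: 0% = DMSO with enzyme and substrate and 100% = substrate only without enzyme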
# Target sequence (P54829 whole entry, looked up): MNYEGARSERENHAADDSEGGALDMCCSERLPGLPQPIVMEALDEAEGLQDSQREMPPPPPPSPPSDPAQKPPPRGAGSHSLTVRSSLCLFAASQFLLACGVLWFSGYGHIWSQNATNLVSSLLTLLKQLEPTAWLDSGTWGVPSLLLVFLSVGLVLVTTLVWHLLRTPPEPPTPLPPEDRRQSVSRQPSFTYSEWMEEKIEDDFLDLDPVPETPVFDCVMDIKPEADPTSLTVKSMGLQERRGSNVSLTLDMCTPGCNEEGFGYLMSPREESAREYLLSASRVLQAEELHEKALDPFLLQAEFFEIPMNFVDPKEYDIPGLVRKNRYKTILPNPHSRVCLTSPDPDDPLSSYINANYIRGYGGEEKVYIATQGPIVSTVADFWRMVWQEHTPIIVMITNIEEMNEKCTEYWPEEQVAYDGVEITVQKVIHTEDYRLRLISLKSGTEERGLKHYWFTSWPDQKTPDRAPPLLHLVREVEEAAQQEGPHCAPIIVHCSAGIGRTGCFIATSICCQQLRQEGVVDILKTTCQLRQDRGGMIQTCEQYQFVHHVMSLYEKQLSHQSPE
#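 System: STEP (striatal-enriched tyrosine phosphatase) enzyme, cell-free; medium: Bis-Tris pH 6.0 buffer with DTT, detergent; dosing: 20 µM, 1% DMSO; times: reaction 20 min, ambient temperature; detection: fluorescence, 480/540 nm; read-out basis: normalized % inhibition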
# SUMO1-SIM PPI: SUMO1-SIM interaction modulation | SUMO1 binding to a labelled peptide, TR-FRET, 1 h | actives 0.33% (n = 360,000) | inhibition, % at 20 µM | P63165 | AID 602429; in the data active means inhibition above about 37%
# Target sequence (P63165 whole entry, looked up): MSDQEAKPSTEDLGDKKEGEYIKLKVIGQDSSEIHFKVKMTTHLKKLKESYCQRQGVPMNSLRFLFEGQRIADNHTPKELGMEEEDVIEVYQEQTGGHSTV
# Active calls of the source: *; i = inactive; nt = not tested or not shown.
SMILES,DNMT1 block,SKN-1 block,NRP1-CendR mod,Scp1 inh,MT1-MMP act inh,LMPTP inh,Rpn11 inh,NadD inh,STEP inh,SUMO1-SIM PPI
COc1cc(CN2CCN(C(=O)CC(C)C)CC2)cc(OC)c1O,1,1,12,-13,-6,-1.8,i,1,2,0
O=C(Nc1ccc(F)cc1)Nc1csc2ccccc12,4,14,-6,-4,-5,1.0,i,-9,-4,1
O=C(Sc1ccc(Cl)cc1)c1cccc(Cn2cc(C(F)(F)F)ccc2=O)c1,5,4,4,-19,-13,0.5,i,-10,3,1
O=C(C[C@H]1C[C@H](C(=O)N2CCOCC2)[C@@]2(CCC3CCCC3)c3[nH]c4cc(-c5ccco5)ccc4c3CCN2C1=O)NCCN1CCOCC1,-18,15,-21,-1,0,-5.5,i,6,-2,-6
O=S(=O)(c1ccc(OCC(O)CN2CCN(c3ccccc3Cl)CC2)cc1)N1CCOCC1 (stereo not drawn),-1,15,0,-4,1,-0.4,i,0,-3,3
O=c1[nH]c2ccccc2cc1CN(CC1CCCO1)S(=O)(=O)c1ccccc1 (stereo not drawn),1,11,10,-6,0,0.5,i,-3,0,0
O=C(CN1CCS(=O)(=O)CC1)NNC(=O)C1CCCCC1,0,0,-10,-5,1,-1.9,i,-7,1,-4
Cc1ccc(C(=O)COC(=O)C2C3C=CC(C3)C2C(=O)OCC(=O)c2ccc(C)c(C)c2)cc1C (stereo not drawn),6,13,-8,-28,2,3.1,i,11,4,-1
Cc1cc(NS(=O)(=O)c2ccc(NC(=O)c3cc4c(=O)n5ccccc5nc4s3)cc2)nc(C)n1,11,6,-146,15,7,7.8,i,31*,0,5
CCC(=O)c1ccc(OCC(=O)OCC(=O)NC2CCCCCC2)cc1,2,8,2,-5,1,-1.0,i,-6,-1,1
N#C/C(=C\c1cccc(O)c1)c1nc2ccccc2o1,-1,-7,-15,6,-12,2.6,i,-4,4,-27
Cc1ccc(NC(=O)CSc2nc3ccccc3c(=O)n2CCCN2CCCCC2)cc1Cl,0,-8,7,6,-4,0.7,i,-6,-2,1
Cc1ccc(OCC(=O)NCCNC(=O)COc2ccc(C)cc2)cc1,1,-3,3,-1,2,-0.5,i,0,-2,-4
O=C(Nc1cccc(/C=C/c2ccccn2)c1)c1cc(Cl)ccn1,-9,7,-20,-5,1,4.6,i,9,-2,-2
CCOC(=O)c1c(C)oc2c1c(C=NCCC(=O)O)c(O)c1ccccc12,-14,37*,26*,-4,-19,1.6,i,-5,3,20
O=C1COc2cc(O)ccc21,1,-4,19,-1,-3,-2.1,i,-3,-1,-4
COCCCNC(=O)Cn1ncc2c(=O)oc3ccccc3c21,2,0,3,-6,-2,-1.2,i,0,2,1
Cc1cc(C)nc(N/N=C/c2cn[nH]c2-c2ccc(F)cc2)n1,-4,20,2,-21,-1,-0.5,i,-15,1,2
CC(=O)c1sc(NC(=O)CSCc2c(C)noc2C)nc1-c1ccccc1,-1,8,-6,-5,-5,-4.0,i,-5,1,-8
O=C(NCc1ccc(F)cc1)C(=O)NCC1OCCN1S(=O)(=O)c1cccs1 (stereo not drawn),-12,0,10,-9,1,1.3,i,-1,-2,-4
CCO[C@@H]1OC(C(=O)NCc2nc3ccccc3[nH]2)=C[C@H](c2ccccc2)[C@H]1CCCO,-3,5,-8,-4,4,1.9,i,3,-1,4
O=C1CCCN1Cc1ccccc1,0,16,3,-1,4,0.5,i,0,-1,-1
CON/C=C(\C=Nc1ccc(Cl)cc1Cl)c1ncc(C(F)(F)F)cc1Cl,8,11,10,-7,-7,-0.5,i,6,-1,-1
CN(C)C(=O)c1cc2cc([N+](=O)[O-])ccc2s1,-3,16,-3,-7,8,-0.2,i,-9,-3,-21
O=C(CSc1nnc(Cn2c(=O)sc3ccccc32)n1-c1ccccc1)N1CCOCC1,-1,2,0,-1,4,-0.3,i,1,1,1
SMILES,DNMT1 block,SKN-1 block,NRP1-CendR mod,Scp1 inh,MT1-MMP act inh,LMPTP inh,Rpn11 inh,NadD inh,STEP inh,SUMO1-SIM PPI
O=C1N=C2SCCN2/C1=C\c1c(Cl)cccc1Cl,-2,-5,-9,4,-8,0.6,i,16,-2,5
O=C(COC(=O)CSc1ccc(F)cc1)NCC1CCCCC1,0,17,15,-5,-3,-5.8,i,4,-2,-17
CCOC(=O)CSc1nnnn1-c1cc(OC)c(Cl)cc1OC,4,-8,3,-6,-1,-0.7,i,-1,0,-4
COc1ccc(C=C(C(=O)O)c2ccc(OC)cc2)cc1,-4,13,6,-8,6,-0.6,i,-4,1,2
COC(=O)C(C(=O)OC)c1ncccc1[N+](=O)[O-],-1,10,5,-4,-3,0.1,i,-2,2,-10
O=C(Nc1cccc(C(F)(F)F)c1)c1cc2c(=O)c3ccccc3oc2nc1C(F)(F)F,13,2,-1,0,0,3.5,i,-2,2,0
CC(=O)NCc1ccc(S(=O)(=O)N/N=C/c2ccc(Br)cc2)cc1,2,2,-4,-3,-6,-1.4,i,4,-4,-8
COc1cc(C2C(C(=O)c3ccc(C)o3)=C(O)C(=O)N2Cc2cccnc2)ccc1O (stereo not drawn),0,-8,11,-2,1,-1.4,i,1,2,-7
O=C(/C=C/Nc1ccccc1C(F)(F)F)c1ccco1,4,32,6,-1,-3,2.6,i,-1,-1,-17
O=C(c1ccc(OC2CCN(CCc3ccccc3)CC2)cc1)N1CCC(CO)CC1,-2,-6,6,-3,0,-0.3,i,4,1,0
COc1ccc(CSc2nnc(-c3ccncc3)n2N)cc1,3,-9,-6,6,2,-0.8,i,-1,-1,0
Cc1c(CCO)c(=O)n2n1CCCC2,-1,16,2,0,1,-0.7,i,3,0,-1
CCCCn1c(N)c(N(CCC(C)C)C(=O)CC2CCCC2)c(=O)[nH]c1=O,2,-10,2,-1,-8,1.1,i,-1,-3,1
COC(=O)C1C(c2ccc(N(C)C)cc2)C(C(=O)OC)S(=O)(=O)CS1(=O)=O (stereo not drawn),0,-3,-2,1,-2,-2.1,i,3,0,0
CN(C1CCCC1)C1CCN(C(=S)Nc2cc(F)cc(F)c2)CC1,2,17,6,9,0,1.0,i,-4,0,4
COCCOc1cc(N2C(=O)CSCC2=O)c(Cl)cc1Cl,-1,10,-7,-3,3,-0.3,i,3,1,-6
Cc1ccc(NC(=O)C2c3ccccc3-c3ccccc32)cc1,21,3,-2,nt,-1,-1.7,i,5,3,2
CCN(CCCNC(=O)c1c(C)cc(=O)oc1C)c1cccc(C)c1,-3,4,4,-4,-2,0.3,i,-4,2,-2
CCN(CC)C(=O)C1=C(C)N(Cc2ccccc2)C(=O)C(CC(=O)NCCc2ccccn2)C1 (stereo not drawn),3,-13,-3,nt,0,-1.9,i,5,1,-3
O=C(/C(=N\Nc1ccccc1)Sc1nnnn1-c1ccccc1)c1ccccc1,1,2,14,-14,7,1.5,i,3,-1,3
O=C(NCCc1nnc2ccc(NCCCN3CCOCC3)nn12)c1ccccc1,0,3,17,-5,0,-1.6,i,-6,-1,0
CC(=O)Nc1ccc(S(=O)(=O)N2CCCC(C(=O)O)C2)cc1 (stereo not drawn),1,-3,2,1,3,-0.5,i,2,-2,5
CCOc1ccc(CNC(=O)c2cccc(NC(=O)C3=C(C)OCCS3)c2)cc1,-4,13,-1,-5,3,-2.6,i,-2,1,4
COc1ccccc1-n1c(=O)c2c3c(sc2n2c(SC(C)C)nnc12)CCC3,0,-10,7,8,0,-2.2,i,9,4,9
COc1cc(/C=N/NC(=O)c2ccc(COc3ccccc3Cl)o2)cc(Br)c1O,-24,4,-15,0,7,0.8,i,2,-3,2

# Entries of single compounds, quoted from the list:
# CN(C1CCCC1)C1CCN(C(=S)Nc2cc(F)cc(F)c2)CC1 across the screens: DNMT1 block: 2; SKN-1 block: 17; NRP1-CendR mod: 6; Scp1 inh: 9; MT1-MMP act inh: 0; LMPTP inh: 1.0; Rpn11 inh: i; NadD inh: -4; STEP inh: 0; SUMO1-SIM PPI: 4
# Cc1ccc(C(=O)COC(=O)C2C3C=CC(C3)C2C(=O)OCC(=O)c2ccc(C)c(C)c2)cc1C (stereo not drawn) across the screens: DNMT1 block: 6; SKN-1 block: 13; NRP1-CendR mod: -8; Scp1 inh: -28; MT1-MMP act inh: 2; LMPTP inh: 3.1; Rpn11 inh: i; NadD inh: 11; STEP inh: 4; SUMO1-SIM PPI: -1

# Of the compounds above, these contain bromine.
SMILES,DNMT1 block,SKN-1 block,NRP1-CendR mod,Scp1 inh,MT1-MMP act inh,LMPTP inh,Rpn11 inh,NadD inh,STEP inh,SUMO1-SIM PPI
CC(=O)NCc1ccc(S(=O)(=O)N/N=C/c2ccc(Br)cc2)cc1,2,2,-4,-3,-6,-1.4,i,4,-4,-8
COc1cc(/C=N/NC(=O)c2ccc(COc3ccccc3Cl)o2)cc(Br)c1O,-24,4,-15,0,7,0.8,i,2,-3,2

# Further results
SMILES,DNMT1 block,SKN-1 block,NRP1-CendR mod,Scp1 inh,MT1-MMP act inh,LMPTP inh,Rpn11 inh,NadD inh,STEP inh,SUMO1-SIM PPI
CNCCCC1c2ccccc2C=Cc2ccccc21,1,8,4,-3,-6,-0.4,i,-1,-2,-7
O=C(C[n+]1cccc(/C=N/O)c1)N1CCCCCC1,-1,1,1,-9,1,-1.8,i,-3,-3,-1
CC1C/C(=N/NC(=O)c2cccc(F)c2)c2ccc(O)cc2C1 (stereo not drawn),2,3,-10,-4,11,-0.9,i,-6,3,5
COc1ccc(S(=O)(=O)N2CCN(CC(O)COc3ccc(C#N)cc3)CC2)cc1OC (stereo not drawn),1,9,-6,-5,0,-0.8,i,1,-1,6
O=C(CN1C(=O)NC(CCc2ccccc2)C1=O)NC1CC1 (stereo not drawn),5,7,15,-9,-4,-0.4,i,2,1,3
CCc1nnc(NC(=O)CCC(=O)Nc2ccc(Cl)cc2)s1,4,3,4,-3,-1,-2.3,i,-4,-1,1
O=S(=O)(Nc1ccccc1)c1ccc(Oc2ncc(C(F)(F)F)cc2Cl)cc1,-1,11,13,-11,-11,2.2,i,-10,1,0
CCOC(=O)C1=CN(Cc2cccc(F)c2)S(=O)(=O)N(C)C1c1ccc(F)c(Cl)c1 (stereo not drawn),0,16,-3,-1,-7,2.7,i,0,0,2
Cc1ccccc1C(=O)NNC(=O)CN1C(=O)c2ccccc2C1=O,1,-1,6,-11,-2,-2.2,i,-3,-3,-1
COc1cc(CC(NC(C)=O)C(=O)NC2CCN(C(=O)c3ccc(C)cc3)CC2)cc(OC)c1 (stereo not drawn),1,11,8,-5,2,-1.4,i,-6,1,-1
Cc1nc2c(OCc3ccc(C#N)cc3)cccn2c1N(C)C(=O)CCC1CCCC1,-11,19,-2,nt,2,0.3,i,2,-1,3
Cc1cc(NC(=O)C(Cl)c2ccccc2)no1 (stereo not drawn),8,-5,2,-1,6,-2.3,i,-2,1,5
O=C(NCCS(=O)(=O)N1CCN(c2ccc(F)cc2)CC1)c1ccco1,1,12,2,-3,1,-0.6,i,-1,0,2

# An unsorted share of the library; 3.9% or so of the library scored in one or more.
